High-throughput results from PubChem BioAssay.
ELG1 genotoxic = qHTS screen for small molecules that induce genotoxicity in human embryonic kidney (HEK293T) cells expressing luciferase-tagged ELG1. HEK293T ELG1-luciferase reporter, luminescence, 16 h. Potency, µM (titrated, usually from 46 µM), inactives show at the top dose activity change, positive = activation, actives largely listed as activators. actives 1.3% (n = 330,000). AID 504466, 2011; also: potency is read from the fitted curve at half-maximal effect; % of control where 0% means no effect; nearly all actives have a fitted effect of over 60% in size
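Genotoxic stress is detected as increased luminescence from luciferase-tagged ELG1 in HEK293T cells, measured with ONE-Glo after a 16 hr treatment at 37 °C.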
Eya2 phos inh = qHTS Assay for Inhibitors of the Phosphatase Activity of Eya2; Protein phosphatase EYA2 (Homo sapiens), O00167; recombinant Eya2, OMFP fluorescence dephosphorylation (OMFP is methylfluorescein phosphate); Potency, µM (titrated, usually from 76.9 µM), for the others: top-dose activity, negative = inhibition, usual class: inhibitors; actives 0.006% (n = 330,000); AID 488837, 2010; also: potency is read from the fitted curve at half-maximal effect; % is scaled to controls: 0 for no effect and ±100 for the full control effect
Target sequence (O00167 whole entry, looked up): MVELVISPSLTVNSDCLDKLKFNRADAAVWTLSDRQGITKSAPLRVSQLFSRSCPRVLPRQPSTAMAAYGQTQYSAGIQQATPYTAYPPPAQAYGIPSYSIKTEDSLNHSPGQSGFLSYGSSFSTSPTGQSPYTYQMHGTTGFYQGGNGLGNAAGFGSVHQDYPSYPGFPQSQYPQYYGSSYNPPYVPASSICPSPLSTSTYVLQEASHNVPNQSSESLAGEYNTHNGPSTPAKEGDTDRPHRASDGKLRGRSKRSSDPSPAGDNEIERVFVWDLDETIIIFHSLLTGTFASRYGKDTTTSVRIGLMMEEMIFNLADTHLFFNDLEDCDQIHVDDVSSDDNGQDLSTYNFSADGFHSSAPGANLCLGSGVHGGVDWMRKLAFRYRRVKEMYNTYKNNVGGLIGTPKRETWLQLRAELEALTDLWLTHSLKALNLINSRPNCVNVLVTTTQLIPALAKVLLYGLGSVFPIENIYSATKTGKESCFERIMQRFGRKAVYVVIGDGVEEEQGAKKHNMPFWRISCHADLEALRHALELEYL
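Eya2 (0.2 uM) preincubated 10 min at ambient with compound, then OMFP substrate added at 50 uM; 10 min reaction in 50 mM HEPES pH 7.5, 50 mM NaCl, 5 uM MgCl2, 0.05% BSA, 1 mM DTT. Fluorescence read at Ex 485/Em 525 nm.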
BRCA1 expr up = qHTS Assay to Identify Small Molecule Activators of BRCA1 Expression. MCF7-BRCA1-FFLuc reporter, luminescence, 48 h; response scale: scaled: vehicle 0%, 10 µM genistein 100%. Potency, µM (series often up to 46.1 µM), for the others: top-dose activation, most hits filed as activators. actives 1.1% (n = 380,000). AID 624202, 2012; also: potency is read from the fitted curve at half-maximal effect; nearly all actives have a fitted effect of over 80% in size; some results filed as inactive show a strong effect at the top dose
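First, MCF7-BRCA1-FFLuc cells (2000/well) attach for 2 h; next, compounds are pin-added and incubated 48 h at 37 °C; finally, luciferase reagent is added and luminescence read after 15 min.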
S-ASM inh = Inhibitors of Secretory Acid Sphingomyelinase (S-ASM): qHTS. Sphingomyelin phosphodiesterase (Homo sapiens), P17405. placental ASM, HMU-PC fluorogenic substrate, 60 min. Potency, µM (titrated, usually from 57.5 µM), inactives show at the highest dose activity change, negative = inhibition, actives largely listed as inhibitors. actives 0.006% (n = 340,000). AID 504937, 2011; also: potency is read from the fitted curve at half-maximal effect
Target sequence (P17405 47-631 limits assumed): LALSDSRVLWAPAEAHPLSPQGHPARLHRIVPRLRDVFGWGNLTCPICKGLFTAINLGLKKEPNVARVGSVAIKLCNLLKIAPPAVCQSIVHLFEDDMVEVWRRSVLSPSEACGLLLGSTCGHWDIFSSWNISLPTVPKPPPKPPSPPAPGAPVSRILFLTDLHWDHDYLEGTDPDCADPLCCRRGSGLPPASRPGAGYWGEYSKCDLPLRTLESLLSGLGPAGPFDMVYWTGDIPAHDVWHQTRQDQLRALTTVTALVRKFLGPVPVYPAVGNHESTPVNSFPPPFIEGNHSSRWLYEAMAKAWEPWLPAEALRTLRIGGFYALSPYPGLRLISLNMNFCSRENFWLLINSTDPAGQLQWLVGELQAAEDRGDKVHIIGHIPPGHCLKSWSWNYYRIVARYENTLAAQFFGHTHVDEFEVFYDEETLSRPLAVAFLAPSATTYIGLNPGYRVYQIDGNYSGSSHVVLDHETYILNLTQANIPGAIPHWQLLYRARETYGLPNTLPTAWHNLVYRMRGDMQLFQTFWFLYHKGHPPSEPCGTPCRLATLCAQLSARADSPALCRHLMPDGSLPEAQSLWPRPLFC
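qHTS format. ASM enzyme prepared from human placenta hydrolyses the fluorogenic substrate HMU-PC0 (9 uM final) over 60 min at 37 °C after a 10 min compound preincubation.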
USP2a block = qHTS Assay for Inhibitors of Ubiquitin-specific Protease USP2a Using CHOP2 as the Reporter. actives 0.01% (n = 330,000). Potency, µM (titrated, usually from 38.3 µM), without a hit: at the top dose activity change, negative = inhibition, usual class: inhibitors. AID 463254, 2010. USP2 core, Ub-CHOP2 coupled fluorogenic reporter, 485/531. Ubiquitin carboxyl-terminal hydrolase 2 (Homo sapiens), O75604;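 also: potency is read from the fitted curve at half-maximal effect; plate controls were DMSO wells for no effect and full inhibition by NEM control for full effect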
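Deubiquitinase activity read as fluorescence (485/531 nm) after Ub-CHOP2 cleavage activates the enterokinase reporter on its substrate; USP2 core 10nM, Ub-CHOP2 and substrate 25nM each, 30min compound preincubation then 60min RT; data normalized to NEM, curves fitted.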
PTAP TSG101 blk = qHTS Assay for Iinhibitors of HIV-1 Budding by Blocking the Interaction of PTAP/TSG101; Potency, µM (doses to about 115 µM), for inactives: at the highest dose activity change, negative = inhibition, usual class: inhibitors; Fluorescence polarization, FITC-PTAP peptide / Tsg101 binding; Tumor susceptibility gene 101 protein (Homo sapiens), Q99816; 340,000 tested, under 10 active; AID 493005, 2010; active = well fitted inhibition curve with a large enough effect in the main read-out, with a control signal flat, not every such curve was filed as active; inconclusive = small, poorly fitted or top-dose-only effect, or effect the other way, or a change in a side signal; inactive = no such curve, though single readings can be large or run the other way; also: potency is read from the fitted curve at half-maximal effect; % of control where 0% means no effect
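Fluorescence polarization binding of Tsg101 binding domain (10 uM final) to FITC-labeled PTAP peptide (50 nM final) in HEPES pH 7.5 buffer with NaCl, Tween 20, EDTA, TCEP. Compounds added before peptide; binding 20 min at RT.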
B2AR arrestin = qHTS assay of beta-arrestin-biased ligands of beta2-adrenergic receptor | actives 0.02% (n = 330,000) | Potency, µM (series often up to 46.1 µM), without a hit: at the highest dose activation, actives largely listed as activators | AID 492947, 2010 | Beta-2 adrenergic receptor (Homo sapiens), P07550 | beta-arrestin recruitment to beta2AR, cell-based reporter;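 also: potency is read from the fitted curve at half-maximal effect; 0% = DMSO controls and full agonism = EC100 isoproterenol or metaproterenol; nearly all actives have a fitted effect of over 65% in size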
p53 reactivator = qHTS assay for re-activators of p53 using a Luc reporter; H1299 p53-A138V BP100-luciferase reporter, luminescence, 24 h; Potency, µM (series often up to 92.2 µM), for the others: at the highest dose activity change, positive = activation, hits mostly activators; actives 0.063% (n = 320,000); also: potency is read from the fitted curve at half-maximal effect; % of control where 0% means no effect; nearly all actives have a fitted effect of over 45% in size
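p53-null H1299 cells stably carrying temperature-sensitive p53-A138V and a BP100-luciferase reporter were pinned with compounds (4-point, 1:5 series) and held 24 hrs at 37 deg C. Luminescence was read 10 min after detection reagent.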
TRPV1 ag = HTS Assay for Compounds that Act as Agonists of the Vanilloid Receptor 1. Transient receptor potential cation channel subfamily V member 1 (Homo sapiens), Q8NER1. TRPV1-expressing cells, Fluo-8 calcium influx, agonist mode. AID 540275, 2011. activation, % at 8.33 µM. actives 0.19% (n = 320,000); in the data active = activation above about 80%; inconclusive = between about 30% and that limit; also: 0% is about no effect
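Fluo-8 calcium influx in TRPV1-expressing cells, kinetic read (ex 480/em 520 nm). Compound added and read 3 min for agonist activity, followed by capsaicin at EC20 final and 2 min further read for enhancement.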
uPA generation = qHTS for Inhibitors of Cell Surface uPA Generation | cell surface uPA generation assay, qHTS | Potency, µM (titrated, usually from 38.3 µM), for the others: at the highest dose activity change, negative = inhibition, most hits filed as inhibitors | actives 0.31% (n = 330,000) | AID 540303, 2011; active = well fitted inhibition curve with a large enough effect; inconclusive = small, poorly fitted or top-dose-only effect; inactive = no such curve, though single readings can be large or run the other way; tested in mouse RAW 264.7 cells; also: potency is read from the fitted curve at half-maximal effect; % is scaled to controls: 0 for no effect and ±100 for the full control effect; nearly all actives have a fitted effect of over 55% in size
a7 integrin act = qHTS for Activators of Integrin-Mediated Alleviation for Muscular Dystrophy; alpha7betagal myoblasts, beta-gal FDG fluorescence, 48 h; Potency, µM (highest dose often 38.3 µM), without a hit: at the top dose activation, actives largely listed as activators; actives 0.064% (n = 350,000); AID 624291, 2012;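 also: potency is read from the fitted curve at half-maximal effect; 100% = response of the positive control SU9516; nearly all actives have a fitted effect of over 60% in size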
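alpha7betagal+/- myoblasts (passage 13, 250/well) treated 48 h at 37C with compounds at 1:260 dilution of DMSO stock. Lysed, then beta-galactosidase activity read as FDG fluorescence (ex 480/em 540) after 30 min, with pre-read for autofluorescence.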
* = called active by the depositor; i = inactive; ? = inconclusive; · = no result given; [ ] = another dose, or the depositor's remark. Unless noted, calls follow the shape of the dose curve; as a rule, active = well fitted curve in the direction sought with a large enough effect; inconclusive = small, poorly fitted or top-dose-only effect, or another doubt; inactive = no such curve, though single readings can be large; an effect the other way counts as inactive or inconclusive.

SMILES	ELG1 genotoxic	Eya2 phos inh	BRCA1 expr up	S-ASM inh	USP2a block	PTAP TSG101 blk	B2AR arrestin	p53 reactivator	TRPV1 ag	uPA generation	a7 integrin act
COc1cc(OC)c(C2C(C#N)=C(N)OC3=C2C(=O)CC(C)C3)cc1OC (configuration not stated)	5%	-7%	-3%	7%	0%	0%	0.1%	-1%	1	2%	15%[7.66 µM]
Cc1cccc(N(C)C(=O)c2cnn(-c3ccccc3)c2C)c1	-6%	0%	21%	1%	1%	0%	-0.6%	·	5	9%	?
COc1ccc(CNC(=O)C2CCN(S(=O)(=O)N3CC(C)CC(C)C3)CC2)cc1 (configuration not stated)	-4%	-11%	-5%	0%	1%	1%	0.5%	1%	?	-2%	5%
Cc1cccc(/C(N)=N/OC(=O)CCCc2ccccc2)c1	?	-1%	?	0%	-1%	1%	-0.8%	?	-3	-1%	5%
CN(Cc1cnn(C)c1)Cc1nc(Cc2ccccc2Cl)no1	1%	-3%	4%	2%	2%	-1%	0.2%	-2%	0	-5%	0%
Cc1cc(C(=O)COC(=O)Cn2cnc3c2c(=O)n(C)c(=O)n3C)c(C)n1C	0%	1%	2%	2%	4%	-1%	-0.3%	9%	-1	0%	12%
Cc1cc(C)cc(OCC(=O)NNC(=O)c2ccoc2C)c1	0%	-19%	6%	4%	1%	-8%	0.2%	-4%	11	·	7%
COc1ccc(S(=O)(=O)N2CCc3cc4c(cc3C2C)OCCCO4)cc1 (configuration not stated)	-4%	-9%	0%	2%	0%	0%	0.1%	4%	6	-2%	0%
Cc1ccc2cc(CCNC(=O)c3cccc([N+](=O)[O-])c3)c(=O)[nH]c2c1	-10%	-3%	-24%	0%	1%	-5%	0.0%	1%	1	3%	-25%
CC(=O)OCP(C)(=O)COC(C)=O	-1%	17%	-4%	6%	0%	-3%	-0.1%	0%	5	7%	21%
CCOC(=O)c1cc2ccc3ccccc3c2oc1=O	4%	1%	-13%	i	2%	-4%	-0.7%	-11%	29	5%	2%
CCCc1cc(=O)n(-c2nc3ccccc3s2)[nH]1	-9%	17%	6%	4%	-3%	4%	-0.3%	10%	0	-2%	?
O=S(=O)(NCc1ccccn1)c1ccc(Cl)s1	-2%	-6%	-3%	5%	-1%	-6%	-0.5%	3%	0	1%	33%
COc1ccc(/C=N/NS(=O)(=O)c2ccccc2)cc1OC(=O)c1ccc(C)cc1	-2%	9%	-28%	-20%	-2%	-2%	-0.7%	0%	0	-2%	-10%
COc1ccc(N=CC=C2OC(C)(C)C(C)(C)O2)cc1OC	-1%	-8%	5%	9%	-1%	-4%	0.2%	-5%	0	6%	7%
COc1cccc(C(=O)C[n+]2cccc3cc(OC)ccc32)c1	0%	14%	-17%	-3%	0%	3%	0.1%	-3%	-6	12%	-3%
COc1ccc2[nH]c(=O)c(CN(CCCN(C)C)C(=O)Nc3ccccc3)cc2c1	-1%	-3%	-1%	28%	4%	0%	3.5%	?	0	-2%	-32%
CCOc1ccc(-c2cc(CCCC(=O)NCc3ccc(C)cc3)no2)cc1	10%	13%	-30%	-2%	-1%	0%	-0.1%	4%	7	-9%	20%
Cc1ccc(C(=O)Nc2cccc(-c3ccc(N4CCOCC4)nn3)c2)cc1C	?	-24%	?	-11%	-1%	-3%	0.6%	10%	-2	-3%	?
O=C(C1CCN(S(=O)(=O)N2CCC3(CC2)OCCO3)CC1)N1CCc2ccccc2C1	-6%	20%	-34%	0%	2%	-2%	0.5%	1%	3	-6%	-3%
CC1CCc2sc3nc(N4CCN(CCO)CC4)n4ncnc4c3c2C1 (configuration not stated)	16%	8%	83%	-2%	-8%	-1%	-0.7%	57%	4	0%	-19%
CC(C)NC(=O)NC(=O)COC(=O)c1ccc(NC(=O)CC#N)cc1	·	·	1%	3%	·	-6%	·	·	4	1%	2%
CN1C(=O)N(c2cccc3ccccc23)C(n2cncn2)C1(C)C (configuration not stated)	1%	-3%	-1%	0%	1%	-3%	-0.4%	-2%	1	1%	26%
CN(C)CCCOc1nn(Cc2ccccc2)c2ccccc12	3%	1%	-7%	6%	0%	-4%	0.2%	·	13	?	·
Cc1ccc(-c2nc(C#N)c(N3CCCCC3)o2)cc1	-3%	10%	44%	12%	0%	-6%	-0.5%	10%	·	-11%	0%

Continued; the last 2 above are carried over.
SMILES	ELG1 genotoxic	Eya2 phos inh	BRCA1 expr up	S-ASM inh	USP2a block	PTAP TSG101 blk	B2AR arrestin	p53 reactivator	TRPV1 ag	uPA generation	a7 integrin act
CN(C)CCCOc1nn(Cc2ccccc2)c2ccccc12	3%	1%	-7%	6%	0%	-4%	0.2%	·	13	?	·
Cc1ccc(-c2nc(C#N)c(N3CCCCC3)o2)cc1	-3%	10%	44%	12%	0%	-6%	-0.5%	10%	·	-11%	0%
CS(=O)(=O)c1nc(S(=O)(=O)c2ccc(Cl)cc2)c(NCCCn2ccnc2)s1	3%	3%	0%	-5%	1%	0%	0.0%	3%	1	-15%	8%
O=C(CSc1ncn[nH]1)Nc1cc(S(=O)(=O)N2CCCC2)ccc1Cl	-4%	3%	10%	2%	0%	-2%	0.4%	0%	-2	1%	?
O=C1CCCC2=C1C(O)(C(F)(F)F)C(=O)N2Cc1ccccc1 (configuration not stated)	0%	1%	3%	-2%	-1%	0%	0.0%	-3%	0	·	2%
COc1ccc(N2C(N)=NC(N)=NC23CCCC3)cc1	2%	-22%	5%	0%	8%	-3%	0.0%	4%	-1	-13%	-20%
COc1cccc(C2CC(c3ccc(C)cc3)=NN2C(=O)c2ccccc2F)c1OC (configuration not stated)	-2%	-1%	-27%	-25%	-2%	0%	0.2%	-4%	1	-27%	-14%
CCN(CC)C(=O)CSc1nc2[nH]ncc2c(=O)[nH]1	-10%	-10%	7%	2%	1%	-5%	-0.3%	0%	2	-15%	15%
FCCCOc1ccc(-c2nccc(-c3ccc(Br)cc3)n2)cc1	0%	15%	-19%	-11%	1%	-3%	0.0%	13%	5	2%	23%
Cc1c(C(=O)NCc2ccc3c(c2)OCO3)oc2ccc(S(=O)(=O)N3CCCCCC3)cc12	·	·	-51%	-1%	·	1%	·	·	3	4%	10%
N/C(=N\OC(=O)c1cccc([N+](=O)[O-])c1)c1ccccn1	-16%	-12%	-3%	-2%	0%	-5%	0.4%	8%	-3	-14%	-13%
Cc1cc2nc(C3CCCN(C(=S)Nc4ccccc4C)C3)[nH]c2cc1C (configuration not stated)	1%	-2%	2%	2%	2%	-6%	-0.7%	7%	5	-14%	12%
Cc1nc2ccccc2nc1Nc1cccc(Cl)c1	0%	1%	-35%	-2%	-9%	-2%	-0.3%	4%	16	-19%	0%
O=C(CN1CCOCC1)Nc1ccc(S(=O)(=O)N2CCCCCC2)cc1	1%	-5%	-7%	-2%	-1%	0%	-0.4%	0%	8	·	-14%
O=C(NCCc1cccc(Cl)c1)c1cccnc1	?	-10%	?	2%	-1%	0%	-0.4%	?	0	2%	11%
O=C(c1cccs1)C1C(c2ccc(Br)cc2)NC(=S)NC1(O)C(F)(F)F (configuration not stated)	?	-10%	40%	-1%	0%	-11%	5.2%	?	2	0%	-3%
COc1cc(C(C)=O)ccc1OCC(O)CN1CCN(c2c(C)cccc2C)CC1 (configuration not stated)	-7%	-7%	-27%	-4%	-1%	-4%	-1.0%	·	3	-7%	-37%
O=C(NNC(=O)c1cc(-c2ccncc2)nc2ccccc12)c1ccccc1F	0%	5%	-21%	1%	1%	-4%	-0.2%	?	1	3%	-15%
CCOC(=O)CN1C(=O)N[C@H](c2ccc(Br)cc2)C(C(C)=O)=C1C	3%	-3%	7%	2%	-1%	-15%	-0.5%	1%	1	0%	-24%
O=C(CSc1nnc(CN2CCOCC2)n1-c1ccccc1)Nc1ccc(Cl)cc1	-5%	-5%	-27%	-3%	-4%	-7%	0.0%	-11%	-2	2%	-20%
O=C(O)[C@H](Cc1ccccc1)NC(=O)N1CCOCC1	-4%	-1%	0%	1%	2%	-5%	-0.9%	7%	0	7%	6%
